Glioma ERSR ind = qHTS for Inducers of the Endoplasmic Reticulum Stress Response (ERSR) in Human Glioma: qHTS; U87-MG GRP78 promoter luciferase reporter, 16 h; Potency, µM, without a hit: top-dose activation, most hits filed as activators; 420,000 tested, 0.02% active; also: potency is read from the fitted curve at half-maximal effect; series mostly up to about 76 µM; % of control where 0% means no effect; nearly all actives have a fitted effect of over 35% in size
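Stably transfected U87-MG glioma cells carrying a GRP78-based luciferase sensor; 16 h compound incubation. Luminescence end-point read 10 min after Bright-Glo addition at room temperature.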
Vif-APOBEC3G blk = qHTS for Inhibitors of Vif-A3G Interactions: qHTS; 410,000 tested, 0.076% active; HeLa A3G-eYFP + Vif (tagged APOBEC3G with the HIV-1 protein that degrades it), YFP fluorescence, overnight; DNA dC->dU-editing enzyme APOBEC-3G (Homo sapiens), Q9HC16; Potency, µM (doses to about 46.1 µM), for inactives: at the highest dose activity, negative = active, actives largely listed as inhibitors;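 also: potency is read from the fitted curve at half-maximal effect; % is scaled to controls: 0 for no effect and ±100 for the full control effect; nearly all actives have a fitted effect of over 60% in size; hits raise eYFP signal because A3G escapes Vif-driven loss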
Target sequence (Q9HC16 whole entry, looked up): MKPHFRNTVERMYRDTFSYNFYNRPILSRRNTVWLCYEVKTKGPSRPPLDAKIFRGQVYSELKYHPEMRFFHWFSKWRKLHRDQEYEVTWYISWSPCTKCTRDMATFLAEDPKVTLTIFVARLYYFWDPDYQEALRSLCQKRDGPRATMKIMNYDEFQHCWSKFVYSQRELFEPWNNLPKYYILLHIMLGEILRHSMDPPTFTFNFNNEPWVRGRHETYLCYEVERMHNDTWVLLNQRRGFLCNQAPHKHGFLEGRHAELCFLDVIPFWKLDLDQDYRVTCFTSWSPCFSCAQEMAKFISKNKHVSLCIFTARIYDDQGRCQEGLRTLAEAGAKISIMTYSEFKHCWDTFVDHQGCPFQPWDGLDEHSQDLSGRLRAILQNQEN
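Read-out is eYFP fluorescence (Ex 488/Em 500-530) from Vif-expressing HeLa A3G-eYFP cells; more signal means A3G escaped Vif-mediated degradation. Cells plated overnight, compound pinned in, incubated overnight at 37 deg C.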
LDHA inh = qHTS assay for inhibitors of human lactate dehydrogenase; L-lactate dehydrogenase A chain (Homo sapiens), P00338; purified LDHA, NADH/diaphorase-resazurin fluorescence; hits give low values; activity change, % (values are at about 110 or 230 µM); 480,000 tested, 0.15% active; in the data active = activity change below about -30%; inconclusive = mostly about -25% to -30%;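 also: plate controls were DMSO wells for no effect and wells without enzyme for full effect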
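Enzyme activity of human lactate dehydrogenase 5 (2 nM; 0.06 mM NADH, 0.2 mM pyruvate, 5 min, RT) is measured via a resazurin/diaphorase fluorescence readout of residual NADH.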
Vif-APOBEC3F blk = qHTS for Inhibitors of Vif-A3F Interactions: qHTS | Potency, µM (top dose mostly 46.1 µM), for inactives: at the highest dose activity, negative = active | 390,000 tested, 0.2% active | AID 602313, 2012 | HeLa A3F-eYFP + Vif (tagged APOBEC3F with the HIV-1 protein that degrades it), YFP fluorescence increase; also: potency is read from the fitted curve at half-maximal effect; % of control where 0% means no effect; nearly all actives have a fitted effect of over 65% in size
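HeLa cells stably expressing A3F-eYFP plus Vif, plated and incubated overnight at 37 deg C, then exposed to compounds overnight at 37 deg C. Blocked degradation read as raised yellow fluorescence (Ex 488/Em 500-530).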
rTrxR1 inhibitor = qHTS Assay for Inhibitors of Mammalian Selenoprotein Thioredoxin Reductase 1 (TrxR1): qHTS. recombinant rTrxR1, NADPH fluorescence consumption, selenite substrate. Thioredoxin reductase 1, cytoplasmic (Rattus norvegicus), O89049. 390,000 tested, 1% active. AID 588453, 2011. Potency, µM (top dose mostly 114 µM), without a hit: at the highest dose activity change, negative = inhibition, actives largely listed as inhibitors; also: potency is read from the fitted curve at half-maximal effect; % is scaled to controls: 0 for no effect and ±100 for the full control effect; nearly all actives have a fitted effect of over 65% in size
Target sequence (O89049 whole entry, looked up): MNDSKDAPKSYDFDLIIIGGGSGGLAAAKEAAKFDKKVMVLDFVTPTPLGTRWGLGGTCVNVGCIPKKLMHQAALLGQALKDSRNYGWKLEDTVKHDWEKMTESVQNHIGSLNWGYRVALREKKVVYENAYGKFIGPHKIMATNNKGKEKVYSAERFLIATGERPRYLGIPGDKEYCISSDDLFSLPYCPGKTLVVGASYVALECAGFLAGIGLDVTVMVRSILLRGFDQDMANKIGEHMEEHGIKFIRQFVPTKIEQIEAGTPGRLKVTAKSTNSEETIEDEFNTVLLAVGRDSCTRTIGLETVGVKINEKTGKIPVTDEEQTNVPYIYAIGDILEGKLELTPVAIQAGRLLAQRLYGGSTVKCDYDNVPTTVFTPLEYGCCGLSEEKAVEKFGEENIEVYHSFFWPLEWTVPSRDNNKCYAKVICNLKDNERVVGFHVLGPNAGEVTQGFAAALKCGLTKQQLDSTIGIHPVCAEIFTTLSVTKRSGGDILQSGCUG
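Rat TrxR1 (90 nM in the dispensed reagent) was pre-reduced with 400 uM NADPH for 5 min at room temperature, then incubated with compound for 15 min. After 400 uM selenite was added, NADPH fluorescence (Ex 340/Em 450 nm) was followed for 8 min.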
RGS4 inh = Inhibitors of Regulator of G Protein Signaling (RGS) 4: qHTS | Regulator of G-protein signaling 4 (Homo sapiens), P49798 | Potency, µM (doses to about 114 µM), without a hit: at the highest dose activity change, negative = inhibition, actives largely listed as inhibitors | Transcreener GDP fluorescence polarization, RGS4-accelerated GTP hydrolysis | 390,000 tested, 0.039% active; also: potency is read from the fitted curve at half-maximal effect; % is scaled to controls: 0 for no effect and ±100 for the full control effect; nearly all actives have a fitted effect of over 75% in size; some results filed as inactive show a strong effect at the top dose
Target sequence (P49798 whole entry, looked up): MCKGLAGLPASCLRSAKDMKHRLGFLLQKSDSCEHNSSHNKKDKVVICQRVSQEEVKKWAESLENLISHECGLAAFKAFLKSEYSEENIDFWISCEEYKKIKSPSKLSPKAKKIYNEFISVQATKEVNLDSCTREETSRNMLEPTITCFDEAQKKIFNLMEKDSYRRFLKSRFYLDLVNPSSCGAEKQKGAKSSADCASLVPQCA
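MLSMR compounds (23 nl, pin-transferred) preincubated 10 min at room temperature with a 500nM (2x) first reagent, then RGS4 at 900nM (2x) plus Transcreener GDP mix added; fluorescence polarization (620/688 nm) read before and after 90 min at 30 °C.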
mIDH1 inhibitor = qHTS for Inhibitors of mutant isocitrate dehydrogenase 1 (IDH1): qHTS | Potency, µM (series often up to 76.6 µM), inactives show top-dose activity change, negative = inhibition, hits mostly inhibitors | IDH1-R132H enzyme, NADPH consumption, diaphorase/resazurin fluorescence | 390,000 tested, 0.093% active | Isocitrate dehydrogenase [NADP] cytoplasmic (Homo sapiens), O75874; also: potency is read from the fitted curve at half-maximal effect; % is scaled to controls: 0 for no effect and ±100 for the full control effect; nearly all actives have a fitted effect of over 65% in size
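IDH1-R132H (0.5 ug/mL) preincubated 30 min with compound, then NADPH (0.016 mM) and alpha-KG (2 mM) added; 80 min at RT, pH 7.5. Remaining NADPH coupled via diaphorase/resazurin to fluorescence (540/590 nm); concentration-response curves normalized to no-enzyme control.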
USP1 inh = Inhibitors of USP1/UAF1: Primary Screen | Ubiquitin carboxyl-terminal hydrolase 1 (Homo sapiens), O94782 | recombinant USP1/UAF1, Ub-Rhodamine cleavage fluorescence | Potency, µM (highest dose often 57.1 µM), without a hit: at the top dose activity change, negative = inhibition, hits mostly inhibitors | 390,000 tested, 0.23% active; also: potency is read from the fitted curve at half-maximal effect; % is scaled to controls: 0 for no effect and ±100 for the full control effect; nearly all actives have a fitted effect of over 60% in size; inactives centre near -12
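In this screen, compounds sit with the deubiquitinase complex (1nM) for 15 min at room temperature before Ub-Rho is added at 150nM final. Fluorescence rise is then followed for 6 reads every 60 seconds.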
TrxR1 substrate = qHTS Assay for Substrates of Mammalian Selenoprotein Thioredoxin Reductase 1 (TrxR1): qHTS | purified TrxR1 substrate turnover, NADPH consumption readout | AID 588456, 2011 | Thioredoxin reductase 1, cytoplasmic (Rattus norvegicus), O89049 | Potency, µM (highest dose often 114 µM), for inactives: at the highest dose activity change, negative = substrate turnover | 390,000 tested, 0.01% active; also: potency is read from the fitted curve at half-maximal effect; % is scaled to controls: 0 for no effect and ±100 for the full control effect; nearly all actives have a fitted effect of over 50% in size
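Rat TrxR1, dispensed at 90 nM, was prereduced with 400 uM NADPH (final) for 5 min at ~22 deg C, then incubated with compound 15 min before 400 uM selenite. A first-read NADPH fluorescence drop versus no-compound background flagged substrates.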
An asterisk follows results filed as active; ? = inconclusive; · = not tested or not shown; & = joins results of further samples; [ ] = dose if it differs, or a comment. Unless noted, calls follow the shape of the dose curve; as a rule, active = well fitted curve in the direction sought with a large enough effect; inconclusive = small, poorly fitted or top-dose-only effect, or another doubt; inactive = no such curve, though single readings can be large; an effect the other way counts as inactive or inconclusive.

SMILES	Glioma ERSR ind	Vif-APOBEC3G blk	LDHA inh	Vif-APOBEC3F blk	rTrxR1 inhibitor	RGS4 inh	mIDH1 inhibitor	USP1 inh	TrxR1 substrate
NC(=O)c1ncn([C@@H]2O[C@H](CNCc3cccc(OC4CCCC4)c3)[C@@H](O)[C@H]2O)n1	-4.5%	5.1%	-1.0	1.4%	-9.6%	9.2%	-1.9%	-25.7%	-3.2%
O=C(O)CN1C(=O)C2C3CC(C2C1=O)C1C(c2ccccc2)c2sc(=O)[nH]c2SC31 (stereo not drawn)	-7.0%	-5.4%	-4.3	-18.5%	-9.8%	-37.9%	0.5%	-1.6%	-2.2%
CC1SC(C)C(=O)N(CC(=O)Nc2ccc([N+](=O)[O-])cc2)C1=O (stereo not drawn)	-3.3%	-0.3%	-0.9	9.3%	13.2%[57.1 µM]	-11.5%	3.7%	-17.6%	-5.4%[57.1 µM]
Cc1ccc(CCNC(=O)CCS(=O)(=O)c2cc3c(cc2C)NC(=O)CO3)cc1	-0.7%&-0.8%	1.2%&4.9%	-3.3&-20.1	-14.1%&-6.2%	-0.8%[57.1 µM]	-23.8%&-15.8%	-1.1%&0.0%	-4.4%&-15.8%	3.8%[57.1 µM]
CC1(c2ccc(OC(F)F)cc2)NC(=O)N(CC(=O)Nc2ccc(N3CCCCC3)cc2)C1=O (stereo not drawn)	-1.8%	-0.7%	-8.8	-6.4%	4.9%	-10.4%	0.3%	-5.4%	6.2%[57.1 µM]
CCN(CC)S(=O)(=O)c1cc([N+](=O)[O-])ccc1NNC(=O)Nc1ccc(Cl)c(Cl)c1	-8.6%	1.8%	5.1	0.3%	-3.3%	-30.5%	3.3%	-21.6%	-6.3%
COc1ccccc1N1CCN(CCCNC(=O)C2CCCN(c3ncnc4c3nc3n4CCCCC3)C2)CC1 (stereo not drawn)	0.0%	0.4%	1.3	-3.6%	33.8%	-3.7%	3.2%	-19.4%	3.7%
O=C(COC(=O)c1ccccc1-c1nc2ccccc2s1)Nc1ccccc1C(F)(F)F	-1.6%	0.1%	-6.1	-4.1%	2.6%[57.1 µM]	17.7%	3.3%	5.7%	5.1%[57.1 µM]
CC(=O)Nc1ccc(S(=O)(=O)NCC(=O)NCCCc2ccccc2)cc1	-1.7%	2.7%	-14.4	8.2%	6.7%	11.1%	-22.8%	-17.2%	-1.1%
Cc1ccnc(NC(=O)C(C)n2cc([N+](=O)[O-])cn2)c1 (stereo not drawn)	-4.1%	-4.2%	-16.5	2.6%	9.7%	2.6%	-2.5%	-27.8%	5.0%[57.1 µM]

Some of these compounds in order of the TrxR1 substrate value, falling:
Molecule | Glioma ERSR ind | Vif-APOBEC3G blk | LDHA inh | Vif-APOBEC3F blk | rTrxR1 inhibitor | RGS4 inh | USP1 inh | TrxR1 substrate
COc1ccccc1N1CCN(CCCNC(=O)C2CCCN(c3ncnc4c3nc3n4CCCCC3)C2)CC1 (stereo not drawn) | 0.0% | 0.4% | 1.3 | -3.6% | 33.8% | -3.7% | -19.4% | 3.7%
O=C(O)CN1C(=O)C2C3CC(C2C1=O)C1C(c2ccccc2)c2sc(=O)[nH]c2SC31 (stereo not drawn) | -7.0% | -5.4% | -4.3 | -18.5% | -9.8% | -37.9% | -1.6% | -2.2%
CCN(CC)S(=O)(=O)c1cc([N+](=O)[O-])ccc1NNC(=O)Nc1ccc(Cl)c(Cl)c1 | -8.6% | 1.8% | 5.1 | 0.3% | -3.3% | -30.5% | -21.6% | -6.3%

(list continues)
SMILES	Glioma ERSR ind	Vif-APOBEC3G blk	LDHA inh	Vif-APOBEC3F blk	rTrxR1 inhibitor	RGS4 inh	mIDH1 inhibitor	USP1 inh	TrxR1 substrate
CCn1nc(-c2ccccc2)c(-c2ccccc2)c(C(=O)OCCOC)c1=O	-4.1%	2.1%	-7.6	-4.5%	1.7%	-1.3%	12.1%	-22.1%	-7.3%
COc1cc(C(=O)OCC(=O)Nc2ccc(C)cc2)cc(OC)c1OC	-0.3%	-0.7%	-7.2	-15.7%	13.7%	-29.0%[56.9 µM]	-5.6%	-21.3%	1.8%
CN(Cc1ccccc1)S(=O)(=O)c1ccc2c(c1)NC(=O)CC(=O)N2	-5.4%	-3.2%	-1.6	5.7%	-4.5%	-10.0%	-1.5%	-22.9%	-4.1%
Cc1noc(C)c1CSc1nc2ccccc2n1C	-0.3%	2.6%	-0.6	2.8%	14.9%	-9.7%	5.7%	-12.1%	9.6%
CCCCSc1nc(C)c(C(C)=O)cc1C#N	-1.9%	-2.4%	1.3	·	5.7%	12.9%	3.1%	3.2%	-5.6%
O=C(NC1CC(=O)N(c2ccccc2)C1)c1ccc(S(=O)(=O)N2CCOCC2)cc1 (stereo not drawn)	-1.3%	9.6%	-6.1	1.0%	10.6%[57.1 µM]	24.7%	14.9%	3.4%	-0.8%[57.1 µM]
Cc1ccc(NC(=O)[C@@]2(CC(=O)O)CC(/C=C/c3ccccc3)=NO2)c(C)c1	-4.7%	1.4%	-4.3	0.7%	8.5%	11.4%	6.9%	-5.5%	0.4%
CC(C)C(NC(=O)c1ccccc1)C(=O)OCc1cc([N+](=O)[O-])cc2c1OCOC2 (stereo not drawn)	1.0%	-0.2%	0.0	-5.2%	4.2%	0.7%	-0.5%	2.7%	-7.4%
COc1cccc(C(=O)NNC(=O)CCN2CCN(c3ccccc3)CC2)c1	-1.8%	1.2%	-3.8	?	-11.0%	13.9%	5.8%	2.4%	5.6%[57.1 µM]
O=C(NCc1ccncc1)c1ccc(NS(=O)(=O)c2cccc([N+](=O)[O-])c2)cc1	-2.3%	0.8%	-4.9	0.0%	-0.3%	-19.5%	-2.9%	-13.1%	-1.3%
CCOc1ncccc1C(=O)OCC(=O)Nc1ncc(C(F)(F)F)cc1Cl	-4.6%	-0.6%	-5.1	-3.0%	11.4%[57.1 µM]	-17.6%	-6.5%	-13.9%	6.8%[57.1 µM]
Cc1nnc2c3ccccc3nc(Nc3ccccc3C(=O)O)n12	-2.4%	0.3%	-16.8	2.1%	6.0%	14.5%	0.0%	-12.6%	18.1%
Cc1ccccc1CSCCNC(=O)CN(c1ccc2c(c1)OCO2)S(C)(=O)=O	-1.7%	-0.2%	-0.1	-14.5%	-5.7%[11.4 µM]	2.3%	6.6%	-3.6%	5.8%[11.4 µM]
O=C(Nc1ccc(Br)cc1)c1cccc(NC(=O)C2C3CC4OC(=O)C2C4C3)c1 (stereo not drawn)	9.6%	1.2%	1.4	-0.6%	14.1%	-14.3%	-1.7%	-12.7%	4.3%
O=C(NCCCn1ccnc1)c1c(F)cccc1F	1.0%	0.0%	0.0	2.4%	11.1%	2.0%	0.0%	-8.9%	-5.9%
COc1cc(N=c2ssnc2Cl)cc(OC)c1	-10.6%	2.1%	-0.8	2.1%	?	?	-17.7%	-21.1%	-11.4%
CCOc1ccc(CNC(=O)Cc2ccc(NC(=O)N3CCSc4ncccc43)cc2)cc1	-0.7%	0.4%	1.3	5.3%	3.7%	13.4%	-2.0%	-3.3%	-5.7%
COc1ccccc1OCCSc1nc2ccccc2n1CC(=O)O	-3.7%	4.2%	1.5	-0.1%	·	·	-1.7%	-9.8%	·
COc1ccccc1OCc1ccc(C(=O)N2CCN3CCCC3C2)cc1 (stereo not drawn)	-2.0%	-7.2%	-3.5	1.1%	23.3%[57.1 µM]	-36.1%	3.4%	-5.0%	14.0%[57.1 µM]
COc1ccc(-c2cc3c(=O)n(CC(=O)NCc4ccc(F)cc4)ncn3n2)cc1	1.2%	-0.3%	-7.7	3.4%	3.6%[57.1 µM]	2.2%	0.2%	-17.2%	7.2%[57.1 µM]
CCc1sc(C(=O)NCc2ccco2)cc1C	3.4%	0.7%	-10.7	8.5%	?	-2.0%	2.2%	2.4%	-2.8%
Cc1nc2c(-c3ccc(F)cc3)cnn2c(N)c1-c1ccccc1	-8.2%	2.3%	0.6	-24.1%	31.2%	-2.3%	5.4%	-22.0%	30.5%
COC(=O)C1(C)CCCC2(C)c3cc(OC)ccc3C(=O)C(Br)C12 (stereo not drawn)	?	-9.7%	-1.4	-1.1%	·	·	2.1%	?	·
CC(CN(C)Cc1ccccc1)OC(=O)C1COc2ccccc2O1 (stereo not drawn)	-1.0%	-1.3%	-3.9	2.8%	6.5%	-6.1%	-7.0%	-5.0%	-10.9%
CC1(C)Cc2c(C#N)c(N)n(-c3ccccc3)c(=O)c2CO1	-5.8%	-0.4%	-5.6	0.7%	-20.7%	-6.4%	4.7%	2.6%	-2.8%
C1=CC2c3ccccc3NC(c3ccncc3)C2C1 (stereo not drawn)	-5.6%	2.6%	27.2	-13.3%	7.94µM*	?	-2.1%	?	-1.7%

This is a subset. The share of hits here may be higher or lower than overall.
